Source: PubChem
phage Ecoli inh: E. coli growth loss with phage present. growth absorbance. inhibition, % at 11.9 µM. AID 651602. 360,000 compounds, 0.26% hits; in the data active means inhibition above about 11%
Starred values were filed as active, the others as inactive. These rows are one share of the data; the hit share may differ from the screen's.

Preview:
phage Ecoli inh | Structure
2.9 | COC(=O)C1=C(C)N(C)C(=NCc2ccc(OC)cc2)NC1c1cccc(C(F)(F)F)c1 (centres undefined)
-0.8 | COc1cc(-c2cnc3c(NC=O)cc(-c4cccc(NC(C)=O)c4)cn23)cc(OC)c1OC

The list itself (from the top)
phage Ecoli inh | Structure
2.9 | COC(=O)C1=C(C)N(C)C(=NCc2ccc(OC)cc2)NC1c1cccc(C(F)(F)F)c1 (centres undefined)
-0.8 | COc1cc(-c2cnc3c(NC=O)cc(-c4cccc(NC(C)=O)c4)cn23)cc(OC)c1OC
3.2 | O=c1[nH]c2ccccc2nc1-c1nnnn1Cc1ccccc1
1.7 | Cc1ccc2nc(-c3ccc(F)cc3)c(Cc3cccc(F)c3)n2c1
2.2 | COCCCNc1ccn2nc(-c3cc(OC)c(OC)c(OC)c3)cc2n1
3.8 | O=C(C(=O)N1CCN(C(=O)Cc2ccccc2)CC1)c1cccc(C(F)(F)F)c1
4.2 | Cc1ccccc1CN1CC2=C(CCN(Cc3ccccc3)C2=O)N2CCN=C12
1.4 | Cc1ccc(Cn2c(C)c(C(=O)NCc3ccc4c(c3)OCO4)sc2=O)cc1

Quoted at random: 5 records from the list, in no set order.
phage Ecoli inh | Structure
4.2 | Cc1ccccc1CN1CC2=C(CCN(Cc3ccccc3)C2=O)N2CCN=C12
3.2 | O=c1[nH]c2ccccc2nc1-c1nnnn1Cc1ccccc1
-0.8 | COc1cc(-c2cnc3c(NC=O)cc(-c4cccc(NC(C)=O)c4)cn23)cc(OC)c1OC
1.4 | Cc1ccc(Cn2c(C)c(C(=O)NCc3ccc4c(c3)OCO4)sc2=O)cc1
2.9 | COC(=O)C1=C(C)N(C)C(=NCc2ccc(OC)cc2)NC1c1cccc(C(F)(F)F)c1 (centres undefined)

(further entries)
phage Ecoli inh | Structure
3.9 | C[C@@H]1COc2cc(N3CCSCC3)ccc2S(=O)(=O)N1
1.2 | c1ccc(OCCNc2ccn3nc(-c4cccs4)cc3n2)cc1
4.4 | NC(=O)[C@@H]1CCCN1C(=O)[C@@H](Cc1ccccc1)NC(=O)[C@H]1O[C@@H](n2ccc(=O)[nH]c2=O)[C@H](O)[C@@H]1O
-3.5 | COCCNc1nc(Oc2cccc(F)c2)c2sccc2n1
1.3 | O=C(Nc1ccc2c(c1)OCO2)c1cc(C2CCCN(C(=O)CCc3ccccc3)C2)on1 (centres undefined)
3.8 | C=CCN1C=C(C(=O)OCC)C(=O)CC1
5.1 | CCOC(=O)C1=CCN(S(=O)(=O)c2ccc(Br)cc2)C1c1cccc(Br)c1 (centres undefined)
-0.2 | Cc1ccc(-c2nc3ccccc3n2C(C(=O)NC(C)(C)C)C2CC2)cc1 (centres undefined)
4.4 | CCNC(=O)C1CCCN(C(=O)c2ccc(C(=O)OC)cc2)CC1 (centres undefined)
2.5 | CCOC(=O)N(C)c1c(CC)nc2c(OCc3ccccc3)cccn12
-0.9 | CC1(C(=O)NCC2CCCCC2)CCN1C(=O)Cc1ccc(-c2ccccc2)cc1 (centres undefined)
1.5 | CCc1nc2ccc(C(=O)N3CCN(S(=O)(=O)CC)CC3)cn2c1N(CCC(C)C)CCN(C)C
2.7 | CC(C)(C)OC(=O)N1CCC2CCN(S(=O)(=O)c3ccccc3)CC21 (centres undefined)
0.0 | O=C(O)CC1CC(O)CCC1=O (centres undefined)
3.5 | CCOC(=O)C1=C(C)N(CCCC(=O)O)C(=O)NC1c1ccc(C(F)(F)F)cc1 (centres undefined)
1.4 | CCOC(=O)[C@]12CCC=C1N(Cc1cccc3ccccc13)C(=O)[C@H](CC(=O)NCCCCc1ccccc1)C2
2.6 | O=C(OC1CC2CC1[C@H]1CCCCN1C2=O)N1CCN(C(=O)c2ccccc2)CC1 (some centres undefined)
2.5 | COC(=O)[C@@]12C[C@@H](CC(=O)N3CCCCC3)C(=O)N(Cc3ccccc3)C1=CCC(C)(C)C2
-0.7 | COc1ccc(N2CCN(C3C(=O)Nc4ccccc4-n4nnnc43)CC2)cc1 (centres undefined)
3.6 | COc1ccc(C(NC(=O)C2CCN(CCOc3ccc(Cl)cc3)CC2)c2cccs2)cc1 (centres undefined)
0.1 | CCNC(=O)C1(C)CCN(C(=O)c2ccccc2OC)C1 (centres undefined)
0.8 | O=C(NCc1cccnc1)c1cc(C2CCCCN2C(=O)CCc2ccccc2)on1 (centres undefined)
-1.8 | COc1ccc(CCNC(=O)Nc2nc(CN)cs2)cc1OC
-1.1 | CC(C)C[C@@H](CN1CCCC1CN1C(=S)NC[C@@H]1Cc1ccccc1)N1C[C@H](Cc2ccccc2)N(CCc2ccccc2)C1=S (some centres undefined)
-0.2 | CC(O)(c1ccccc1)c1nc(-c2cccc(C(=O)O)c2)cs1 (centres undefined)
1.7 | Cc1ccc(F)c(S(=O)(=O)NC(=O)C2(C)CCN2C(=O)C2(c3ccc(Cl)cc3)CC2)c1 (centres undefined)
2.3 | O=C(NCc1cccnc1)c1cc(C2CCCN(S(=O)(=O)c3ccccc3)C2)on1 (centres undefined)
5.6 | COc1ccc(NC(=O)c2sc(=O)n(Cc3ccc(F)c(Cl)c3)c2C)cc1OC
2.7 | COc1ccc(NC(=O)c2cc(-c3ccc(F)cc3OC)n[nH]2)c(OC)c1
3.1 | Nc1[nH]c(C(=O)c2ccccc2)c(-c2ccc(Br)cc2)c1C(=O)NCCc1c[nH]c2ccccc12
2.5 | C[C@@H]1CN([C@@H](C)CO)C(=O)CCCn2cc(nn2)CO[C@H]1CN(C)C(=O)NC1CCCCC1
1.1 | CC(C)(C)c1ccc(C(=O)N2CCC2(C)C(=O)Nc2cccc3ncccc23)cc1 (centres undefined)
1.9 | O=C1COc2ccccc2C(c2nc3ccccc3[nH]2)N1C1CC1 (centres undefined)
2.2 | CC(=O)Nc1cc(-c2ccc(N3CCN(C)CC3)cc2)cn2c(-c3cccc(C(=O)N(C)C)c3)cnc12
2.2 | Cc1cccc2sc(=S)[nH]c12
2.5 | O=C1CCCCC1CCS(=O)(=O)NCc1ccccc1 (centres undefined)
2.3 | COCCNC(=O)C1CCCN(C(=O)c2ccc(C(F)(F)F)nc2C)CC1 (centres undefined)
1.6 | CC(C)(C)c1cc2nc(NCCc3ccc(S(N)(=O)=O)cc3)ccn2n1
1.3 | CC(=O)Nc1cncc(-c2cccc(C(=O)N3CCOCC3)c2)n1
0.7 | CC(C)S(=O)(=O)NC(=O)C1(C)CCN1C(=O)Cc1ccccc1 (centres undefined)

Reformatted tab-delimited: part of the list above
structure	phage Ecoli inh
Cc1cccc2sc(=S)[nH]c12	2.2
O=C1CCCCC1CCS(=O)(=O)NCc1ccccc1 (centres undefined)	2.5

Other compounds follow.
phage Ecoli inh | Structure
1.3 | CCCc1nc2ccc(Cl)cn2c1Cc1ccsc1
3.4 | CCCS(=O)(=O)NC(=O)C1(C)CCCN(C(=O)c2cc3ccccc3s2)C1 (centres undefined)
2.1 | COc1cccc(C(NC(C)=O)c2nc(-c3cccc(C(=O)O)c3)cs2)c1 (centres undefined)
1.8 | COC(=O)c1cc2c(c3c4cc(OC)ccc4n(S(=O)(=O)c4ccccc4)c13)C(=O)N(Cc1ccc(C(F)(F)F)cc1)C2
0.6 | CCCCN(C=O)c1c(CC)nc2c(OCc3ccccc3C)cccn12
1.1 | COc1cccc(CNc2nc3cc(-c4ccccc4C)sc3c(=O)n2C)c1
-0.7 | COCC1CN(CCc2ccc(F)cc2)S(=O)(=O)c2c(F)cccc2O1 (centres undefined)
2.4 | FC(F)(F)c1ccccc1Cc1c(-c2ccccc2)nc2c3ccccc3ccn12
1.5 | Nc1[nH]c(C(=O)c2ccccc2)c(-c2ccc(Br)cc2)c1C(=O)NC1CCCCC1
2.2 | C[C@H](O)[C@@H]1CN2CCc3c([nH]c4c(-c5ccccc5)cccc34)[C@@H]2C[C@@H]1N(C)C(=O)Nc1ccccc1
2.5 | COc1ncccc1-c1cc2nc(NCCCN(C)C)n(C)c(=O)c2s1
2.4 | COc1ccc(C(O)c2ncc(-c3ccc4ccccc4c3)[nH]2)cc1F (centres undefined)
3.3 | COC(=O)N1CCCCC1c1cc(C(=O)N2CCOCC2)no1 (centres undefined)
3.3 | CCCCCCCCN1C(=O)[C@H](CC(=O)NCCC(C)C)C[C@@]2(C(=O)OCC)CCC=C12
-0.4 | CCOC(=O)[C@]12CCCC=C1N(Cc1ccc(Cl)cc1Cl)C(=O)[C@H](CC(=O)NCCCOC)C2
0.9 | CC(=O)Nc1cccc(-c2ccnc3c2CC(C)(C(=O)Nc2ccc(Cl)cc2)O3)c1 (centres undefined)
-0.6 | O=C(CC1CCCC1)N[C@H](C(=O)N1CCC[C@H]1C(=O)NCc1ccccc1)c1ccccc1
1.3 | CC(=O)C1=CCC(c2ccco2)N(S(=O)(=O)c2ccc(C)cc2)C1 (centres undefined)
2.9 | CC1(c2nnnn2-c2ccc3c(c2)OCCO3)CCC(=O)N1CC1CCCCC1 (centres undefined)
1.5 | CCOC(=O)[C@]12CCC=C1N(Cc1ccccc1)C(=O)[C@H](CC(=O)N1CCCC1)C2
-1.1 | CCc1nc2c(OCCn3cccc3)cccn2c1N(C=O)Cc1ccccc1
0.6 | COCOc1cccc(CN2CCC2(C)C(=O)NCCNC(C)=O)c1 (centres undefined)
2.1 | O=C(NC(c1ccc(-c2ccccc2)cc1)c1cnccn1)C1CCN(Cc2ccc3c(c2)OCO3)CC1 (centres undefined)
0.9 | Cc1cc(Br)ccc1NC(=O)CCCOc1cc(=O)n(C)c2ccccc12
2.5 | CCc1nc2ccc(C(=O)N3CCN(C)CC3)cn2c1N(C)CCCc1ccccc1
2.7 | COC(=O)c1sccc1-n1cc2c(c1-c1ccccc1)c(=O)n(C)c(=O)n2C
-1.4 | O=C(Nc1ccccc1F)c1ccc2sc([C@@H]3O[C@H](CO)[C@H](O)[C@H](O)[C@H]3O)nc2c1
0.4 | CCCN(CCC)Cc1cc(=O)oc2cc(OC)ccc12
2.9 | Clc1cccc2c1C1CC2CCN1Cc1ccccc1 (centres undefined)
3.5 | C[C@@H](c1ccccc1)N1C[C@H](COCc2ccccc2)Oc2cc(N3CCC[C@H]3CO)ccc2S1(=O)=O
1.7 | COCCN1C(=O)CSCC1(C)C(=O)Nc1c(C)cccc1C (centres undefined)
1.1 | CC(C)Oc1ccc(CN2CCC2(C)C(=O)NCc2ccc(C(F)(F)F)cc2)cc1 (centres undefined)
3.7 | N#Cc1ccc(NC(=S)/N=C(\N)c2ccccc2)cc1
1.9 | COc1ccc2[nH]cc(CCNC(=O)/C=C/[C@H]3O[C@@H](n4cc(C)c(=O)[nH]c4=O)C[C@@H]3O)c2c1
1.2 | O=C(NCc1cccc(Cl)c1)c1cccc2c(-c3cccnc3)coc12
2.9 | CCc1nc2c(OCc3cc(Cl)cc(Cl)c3)cccn2c1N(C=O)Cc1ccccc1
7.1 | Cc1ccc2ccccc2c1C(O)c1ncc(-c2ccc(F)cc2)[nH]1 (centres undefined)
1.9 | Cc1cccc(C)c1-n1nnnc1C(c1ccnc2ccccc12)N1CCOCC1 (centres undefined)
3.7 | COC(=O)[C@H](Cc1ccccc1)NC(=O)/C=C/[C@H]1O[C@@H](n2ccc(=O)[nH]c2=O)[C@H](O)[C@@H]1O
0.0 | Cc1ccccc1Nc1nc(N)[nH]c(=O)c1N=O
2.6 | CCNC(=O)C1(C)CCCN(C(=O)c2cc(C)nn2C(C)(C)C)C1 (centres undefined)
3.1 | CCCC[C@@H]1CC2=C(C(=O)OC(C)(C)O2)[C@H](c2ccc(C(C)C)cc2)O1
2.7 | C#CC1c2ccccc2CCN1CC=C (centres undefined)
4.4 | c1ccc(-c2nc3ccccc3n2C(c2ccccc2)c2nc3ccccc3[nH]2)cc1 (centres undefined)
2.5 | COc1cccc(C(=O)N[C@H](C(=O)N2CCC[C@H]2C(=O)NCc2ccccc2)c2ccccc2)c1
4.2 | COc1cccc(Cn2c3ccc(NC(=O)Cc4ccccc4C)cc3c(=O)n2C)c1
1.6 | O=C(/C(=C/c1ccncc1)n1ccnc1)c1ccc(Cl)cc1Cl
4.8 | COC(=O)[C@@]1(Cc2ccc(F)cc2)[C@H]2c3cc(C(=O)N(C)C)n(Cc4ccc(Cl)c(C(F)(F)F)c4)c3C[C@H]2CN1C(=O)c1ccccc1
1.9 | COc1cc(C(=O)N2CCC2(C)C(=O)NC(C)C)cc(OC)c1OC (centres undefined)
2.0 | CC(NC(=O)C(NC(=O)OCc1ccccc1)C(C)O)C(=O)OCc1ccccc1 (centres undefined)
-3.3 | CCCCCCCCN1C(=O)[C@H](CC(=O)N2CCOCC2)C[C@@]2(C(=O)OCC)CCCC=C12
1.7 | C[C@H](CO)N1C[C@H](C)[C@@H](CN(C)C(=O)c2ccncc2)OCc2cn(nn2)CCCC1=O
-0.2 | CCCCNC(=O)C1(C)CCC(=O)N1CC(F)(F)F (centres undefined)
2.0 | COC(=O)C1=C(C)N(Cc2ccccc2)C(=S)NC1c1ccc(Br)cc1 (centres undefined)
7.5 | O=S(=O)(Nc1cc(Sc2cccc3cccnc23)c(O)c2ccccc12)c1ccccc1
1.9 | O=C(Nc1ccc2c(c1)OCO2)c1cc(C2CCCCN2S(=O)(=O)c2cccs2)on1 (centres undefined)

(continued)
phage Ecoli inh | Structure
2.7 | COc1ccc(C(C)(O)c2nc(-c3ccc(F)cc3OC)cs2)cc1 (centres undefined)
3.1 | CC(C)CCN1CCC(CN2C(=O)C(=O)NC[C@@H]2CC(C)C)CC1
2.4 | Cc1cccnc1C1=NOC(Cc2ccccc2)C(=O)N1C (centres undefined)
1.8 | CC(C)C[C@H]1CNC(=O)C(=O)N1C[C@H]1CCCN1C[C@H](CC(C)C)N1C[C@H](Cc2ccccc2)N(CC2CCCCC2)C(=O)C1=O
4.5 | CC1(C(=O)NCc2cccc3ccccc23)CCN1Cc1cc2ccccc2o1 (centres undefined)
1.6 | O=S1(=O)N[C@H](Cc2ccccc2)COc2cc(F)ccc21
-0.8 | C=CCCC(=O)N1C[C@H]2CON(C)[C@H]2C[C@H]1c1ccc(N2CCCCC2)cc1
-0.7 | CSCCC(C(=O)NCc1ccccc1)n1c(-c2ccc3c(c2)CCO3)nc2ccccc21 (centres undefined)

Three entries out of the list, ordered by molecular weight, lowest first.
phage Ecoli inh | Structure
0.4 | CCCN(CCC)Cc1cc(=O)oc2cc(OC)ccc12
1.6 | O=S1(=O)N[C@H](Cc2ccccc2)COc2cc(F)ccc21
1.7 | Cc1ccc2nc(-c3ccc(F)cc3)c(Cc3cccc(F)c3)n2c1
